SNCA expr inhib: Primary qHTS assay for inhibitors of alpha-synuclein gene (SNCA) expression | AID 1671194, 2021 | HEK-293 SNCA-luciferase knock-in, luminescence, 24 h | hit rate 0.17% among 140,000 | Potency, µM (highest dose often 57.2 µM), for inactives: at the top dose activity change, negative = inhibition, hits mostly inhibitors;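 note: potency is the fitted concentration of half-maximal effect; plate controls were DMSO cells for no effect and cell-free wells for full effect; nearly all actives have a fitted effect of over 45% in size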
Luciferase inh: Firefly luciferase inhibition profiling of diverse chemical library using quantitative high-throughput screening; AID 1347043, 2019; hit rate 2.5% among 76,000; purified P. pyralis luciferase, luminescence, biochemical; Potency, µM (titrated, usually from 115 µM), for inactives: top-dose activity change, negative = inhibition, hits mostly inhibitors; Luciferin 4-monooxygenase (Photinus pyralis), P08659; note: potency is the fitted concentration of half-maximal effect; nearly all actives have a fitted effect of over 65% in size
Target sequence (P08659 whole entry, looked up): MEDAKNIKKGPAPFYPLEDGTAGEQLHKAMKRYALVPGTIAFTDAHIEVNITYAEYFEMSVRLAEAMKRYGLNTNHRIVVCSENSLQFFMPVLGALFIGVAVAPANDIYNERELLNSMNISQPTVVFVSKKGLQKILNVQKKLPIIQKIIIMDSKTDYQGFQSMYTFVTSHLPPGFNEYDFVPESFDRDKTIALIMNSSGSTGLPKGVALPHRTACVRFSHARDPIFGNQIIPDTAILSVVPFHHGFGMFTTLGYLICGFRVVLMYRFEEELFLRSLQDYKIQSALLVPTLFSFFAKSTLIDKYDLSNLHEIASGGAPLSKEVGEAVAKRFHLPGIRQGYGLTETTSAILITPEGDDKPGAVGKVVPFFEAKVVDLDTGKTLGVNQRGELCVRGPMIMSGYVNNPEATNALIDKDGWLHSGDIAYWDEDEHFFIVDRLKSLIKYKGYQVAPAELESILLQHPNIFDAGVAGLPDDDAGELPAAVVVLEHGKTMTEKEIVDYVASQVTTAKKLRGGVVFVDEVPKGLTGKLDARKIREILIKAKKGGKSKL
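Cell-free enzyme assay, 10nM P. pyralis luciferase, luciferin and ATP each at 10uM. Inhibition profiled over a 6-point titration, read as luminescence.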
GPT2 inh: Primary qHTS assay for inhibitors of Glutamate pyruvate transaminase 2 (GPT2); Alanine aminotransferase 2 (Homo sapiens), Q8TD30; hit rate 0.25% among 100,000; Potency, µM (series often up to 57.7 µM), for the others: top-dose activity change, negative = inhibition, usual class: inhibitors; Recombinant GPT2, coupled pyruvate oxidase/HRP Amplex Red fluorescence; note: potency is the fitted concentration of half-maximal effect; nearly all actives have a fitted effect of over 60% in size; many of its hits are not listed in these tables
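GPT2 10ng/uL, a-KG 250uM, L-Ala 2mM, HEPES pH7.5 + 0.0001% Tween; 30 min RT. Then Amplex mix (PO/HRP/ThPP), 30 min RT dark, fluorescence. AOA 50uM used as positive control.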
HEK293 viab: GF-AFC viability counterscreen for inhibitors of alpha-synuclein gene (SNCA) expression; HEK-293-SNCA-luc viability, GF-AFC fluorescence, 24 h; Potency, µM (series often up to 57.1 µM), for inactives: top-dose activity change, negative = cytotoxicity, most hits filed as cytotoxic; hit rate 0.12% among 150,000; AID 1671193, 2021;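 note: potency is the fitted concentration of half-maximal effect; 0% = DMSO-treated cells and -100% = medium-only wells without cells; nearly all actives have a fitted effect of over 30% in size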
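Cytotoxicity counterscreen: after 24 h compound treatment of genome-edited SNCA-luciferase HEK-293 cells, live-cell protease substrate GF-AFC read by fluorescence after 30 min; activity scaled between DMSO (0%) and medium-only (-100%), curves Hill-fitted.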
3T3 cytotox: Cytotoxic Profiling in NIH 3T3 Cell Line of Diverse Libraries Using Quantitative High-Throughput Screening | Potency, µM (titrated, usually from 96.7 µM), without a hit: at the top dose activity change, negative = cytotoxicity, usual class: inhibitors | NIH 3T3 viability, CellTiter-Glo ATP luminescence, 48-72 h | hit rate 4.3% among 94,000; note: potency is the fitted concentration of half-maximal effect; nearly all actives have a fitted effect of over 55% in size
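Cells were seeded at 400 per well, treated with pin-transferred compound, and kept 48 or 72 hr at 37 °C before CellTiter-Glo addition and luminescence imaging of cellular ATP.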
IP6K1 inhibitor: Primary qHTS assay for small molecule inhibitors of Inositol hexaphosphate kinase 1 (IP6K1); hit rate 0.81% among 140,000; IP6K1 kinase, ADP-Glo luminescence, 2 h; active compounds read low; Inositol hexakisphosphate kinase 1 (Homo sapiens), Q92551; activity change, % (series mostly up to about 58 µM); in the data active = activity change below about -25%
Target sequence (Q92551 whole entry, looked up): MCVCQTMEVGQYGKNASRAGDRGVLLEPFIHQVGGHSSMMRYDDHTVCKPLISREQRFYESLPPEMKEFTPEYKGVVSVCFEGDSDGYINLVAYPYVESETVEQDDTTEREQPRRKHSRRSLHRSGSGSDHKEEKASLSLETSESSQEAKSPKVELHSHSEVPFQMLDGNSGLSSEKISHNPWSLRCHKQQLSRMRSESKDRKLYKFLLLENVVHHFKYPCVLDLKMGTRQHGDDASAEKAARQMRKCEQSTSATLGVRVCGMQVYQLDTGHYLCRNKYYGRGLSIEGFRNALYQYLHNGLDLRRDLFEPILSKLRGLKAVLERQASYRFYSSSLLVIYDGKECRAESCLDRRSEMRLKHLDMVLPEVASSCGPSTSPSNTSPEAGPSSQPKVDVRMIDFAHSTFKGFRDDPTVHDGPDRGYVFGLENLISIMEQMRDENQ
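ADP-Glo luminescence measures ADP made by human IP6K1 during a 2 h RT reaction with ATP/IP6 (mix at 1.3 mM/130 uM); top library doses 57.5 and 19.1 uM final.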
HEK293 tox: Cytotoxic Profiling in HEK 293 Cell Line of Diverse Libraries Using Quantitative High-Throughput Screening; HEK 293 viability, ATP luminescence (CellTiter-Glo), 48-72 h; Potency, µM (series often up to 115 µM), for the others: at the highest dose activity change, negative = cytotoxicity, hits mostly inhibitors; hit rate 6.6% among 94,000; note: potency is the fitted concentration of half-maximal effect; nearly all actives have a fitted effect of over 60% in size
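Cells seeded first (HEK 293, 250 cells/well), then compound added by pintool. Incubation ran 48 or 72 hr at 37 degree Celsius. CellTiter-Glo was added and luminescence imaged after 10 min at room temperature.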
An asterisk follows results filed as active; [ ] = another dose, or the depositor's remark. Unless noted, calls come from the whole dose curve; as a rule, active = well fitted curve in the direction sought with a large enough effect; inconclusive = small, poorly fitted or top-dose-only effect, or another doubt; inactive = no such curve, though single readings can be large; an effect the other way counts as inactive or inconclusive. Unless noted, % is set by controls: 0 for no effect and ±100 for the full control effect.

What do the screens show for `O=c1[nH]c2ccc(S(=O)(=O)Nc3cc(Cl)ccc3O)cc2o1`?
SNCA expr inhib: 53%[activator]; HEK293 viab: 7%; IP6K1 inhibitor: -9

What do the screens show for `O=C1Nc2ccccc2CC12CN(CC1CCNC1)C2` (stereo not given)?
SNCA expr inhib: -32%[87.6 µM]; GPT2 inh: 0%[88.5 µM]; HEK293 viab: -4%[87.6 µM]; 3T3 cytotox: inactive; IP6K1 inhibitor: 1; HEK293 tox: 1%[172 µM]

What do the screens show for `COc1cc2cc(CNc3ccccc3)c(=O)n(CC(=O)Nc3ccccc3)c2cc1OC`?
SNCA expr inhib: 34%[activator]; HEK293 viab: inconclusive; IP6K1 inhibitor: -6

What do the screens show for `COCc1cn(C[C@H]2C[C@@H](NC(=O)c3cncnc3)[C@H](O)[C@@H]2O)nn1`?
SNCA expr inhib: -5%[87.6 µM]; Luciferase inh: -4%[172 µM]; GPT2 inh: inactive; HEK293 viab: 0%[87.6 µM]; 3T3 cytotox: inactive; IP6K1 inhibitor: -7; HEK293 tox: 1%[172 µM]

What do the screens show for `CC(C)c1ccccc1Oc1c(C(F)(F)F)oc2c(CN3CCN(C)CC3)c(O)ccc2c1=O`?
SNCA expr inhib: 29%; HEK293 viab: -14%; IP6K1 inhibitor: -12

Results for CCc1cccc(NC(=O)C2CCCN(c3cnn(Cc4ccccc4)c(=O)c3)C2)c1 (stereo not given) ?
SNCA expr inhib: -33%; Luciferase inh: 1%; GPT2 inh: -2%; HEK293 viab: -27%; 3T3 cytotox: inconclusive; IP6K1 inhibitor: 16; HEK293 tox: inconclusive

How did COCc1nnc2n1CCC(NC(=O)c1ccc(C#N)cc1)CC2 (stereo not given) do in these assays?
SNCA expr inhib: 3%; Luciferase inh: -7%; GPT2 inh: inactive; HEK293 viab: -2%; 3T3 cytotox: inactive; IP6K1 inhibitor: -6; HEK293 tox: 3%

What do the screens show for `Cc1noc2nc(C(=O)O)nc(N3CCCCC3)c12`?
SNCA expr inhib: 0%; HEK293 viab: 5%; IP6K1 inhibitor: -11

Results for COc1cccc(C(=O)N2CCOC[C@H](Oc3ccccc3)C2)c1 ?
SNCA expr inhib: 42%[activator][87.6 µM]; Luciferase inh: 1%[172 µM]; GPT2 inh: 3%[88.5 µM]; HEK293 viab: 2%[87.6 µM]; 3T3 cytotox: -14%[138 µM]; IP6K1 inhibitor: 10; HEK293 tox: -13%[172 µM]

How did CC(C)c1nn2c(=O)cc(COC(=O)CNC(=O)c3ccccc3)nc2s1 do in these assays?
SNCA expr inhib: 12%; HEK293 viab: 0%; IP6K1 inhibitor: -7

How did COC(=O)c1c(SC)nc2ccccc2c1OCc1ccc(C)cc1C do in these assays?
SNCA expr inhib: 15%; HEK293 viab: 5%; IP6K1 inhibitor: 9

What do the screens show for `CCOC(=O)N1CCN(/[N+]([O-])=N/Oc2ccc([N+](=O)[O-])cc2[N+](=O)[O-])CC1`?
SNCA expr inhib: -2%; GPT2 inh: 3%; HEK293 viab: -23%

Looked up by compound from the list above (2):
What do the screens show for `COCc1cn(C[C@H]2C[C@@H](NC(=O)c3cncnc3)[C@H](O)[C@@H]2O)nn1`?
SNCA expr inhib: -5%[87.6 µM]; Luciferase inh: -4%[172 µM]; GPT2 inh: inactive; HEK293 viab: 0%[87.6 µM]; 3T3 cytotox: inactive; IP6K1 inhibitor: -7; HEK293 tox: 1%[172 µM]

What do the screens show for `CC(C)c1ccccc1Oc1c(C(F)(F)F)oc2c(CN3CCN(C)CC3)c(O)ccc2c1=O`?
SNCA expr inhib: 29%; HEK293 viab: -14%; IP6K1 inhibitor: -12

(further entries)
What do the screens show for `COC(=O)[C@H](NC(=O)[C@@H]1C[C@@H](NC(=O)c2ccncc2)CCN1S(=O)(=O)c1ccc(OC)cc1)C(C)C`?
SNCA expr inhib: 7%; Luciferase inh: 15%; GPT2 inh: inconclusive; HEK293 viab: -8%; 3T3 cytotox: inactive; IP6K1 inhibitor: -10; HEK293 tox: inactive

What do the screens show for `Cc1noc(C)c1[S+](=O)([O-])NC1CCN(c2ccc3nnc(C)n3n2)CC1`?
3T3 cytotox: -23%; IP6K1 inhibitor: -5; HEK293 tox: -18%

How did COc1cccc(C(=O)N2CCCn3ccnc3C2C(C)C)c1OC (stereo not given) do in these assays?
SNCA expr inhib: -2%; Luciferase inh: -11%; GPT2 inh: -11%; HEK293 viab: 2%; 3T3 cytotox: -9%; IP6K1 inhibitor: 2; HEK293 tox: -9%

What do the screens show for `COc1cccc(NC(=O)CCC2CCN(Cc3noc(C4CC4)n3)CC2)c1`?
SNCA expr inhib: 2%; Luciferase inh: -1%; GPT2 inh: -9%; HEK293 viab: -8%; 3T3 cytotox: -21%; IP6K1 inhibitor: 0; HEK293 tox: inconclusive

How did CCc1cn(C[C@H](NC(=O)C2CCC2)C(=O)O)c(=O)[nH]c1=O do in these assays?
SNCA expr inhib: 6%[87.6 µM]; Luciferase inh: -2%[172 µM]; GPT2 inh: -7%[88.5 µM]; HEK293 viab: 5%[87.6 µM]; 3T3 cytotox: 1%[138 µM]; IP6K1 inhibitor: -3; HEK293 tox: -4%[172 µM]

What do the screens show for `CCCc1noc(-c2cccn3c(CNC(=O)c4ccc(F)cc4Cl)nnc23)n1`?
SNCA expr inhib: inconclusive; Luciferase inh: 5%; GPT2 inh: inactive; HEK293 viab: 6%; 3T3 cytotox: -29%; IP6K1 inhibitor: 4; HEK293 tox: -8%

Results for Cc1ccc(S(=O)(=O)NCC(c2ccc(N(C)C)cc2)N2CCc3ccccc32)cc1C (stereo not given) ?
SNCA expr inhib: -4%; HEK293 viab: 13%; IP6K1 inhibitor: -2

How did CSc1ccc(-c2cccc(C(=O)NCC(=O)N3CCN(c4ncccn4)CC3)c2)cc1 do in these assays?
SNCA expr inhib: 8%; GPT2 inh: 1%; HEK293 viab: -24%; 3T3 cytotox: inconclusive; IP6K1 inhibitor: 0; HEK293 tox: 22µM*

How did O=C1CCN(C(=O)[C@@H]2CCCN2Cc2cccc(F)c2)CCCCCCN1 do in these assays?
SNCA expr inhib: -15%; Luciferase inh: 1%; GPT2 inh: inconclusive; HEK293 viab: 3%; 3T3 cytotox: -9%; IP6K1 inhibitor: 4; HEK293 tox: 1%

How did CC(=O)N1CCN(c2ccnc(-c3nnc(C)n3C3CCCCC3)c2)CC1 do in these assays?
SNCA expr inhib: -1%[87.6 µM]; Luciferase inh: -16%[172 µM]; GPT2 inh: -46%[88.5 µM]; HEK293 viab: 7%[87.6 µM]; 3T3 cytotox: inconclusive; IP6K1 inhibitor: 13; HEK293 tox: -25%[172 µM]

Results for O=C1NCC2(CCN(C(=O)c3ccc4c(c3)OCO4)CC2)Oc2ccccc21 ?
SNCA expr inhib: 16%; Luciferase inh: 4%; GPT2 inh: inactive; HEK293 viab: 7%; 3T3 cytotox: -17%; IP6K1 inhibitor: 9; HEK293 tox: inconclusive

What do the screens show for `CC1=C[C@@H](CC#N)[C@H](C(C)C)C[C@H]1CC(=O)NC1CC1`?
SNCA expr inhib: 11%[87.6 µM]; Luciferase inh: 1%[230 µM]; GPT2 inh: inactive; HEK293 viab: -10%[87.6 µM]; 3T3 cytotox: -8%[174 µM]; IP6K1 inhibitor: 6; HEK293 tox: inactive

Results for CS(=O)(=O)N1CCCN(Cc2ccccc2C#N)CCNC(=O)CC1c1ccccc1 (stereo not given) ?
SNCA expr inhib: -24%; Luciferase inh: -7%; GPT2 inh: inactive; HEK293 viab: -7%; 3T3 cytotox: inconclusive; IP6K1 inhibitor: 8; HEK293 tox: inconclusive

What do the screens show for `CCNC(=O)N1CCC2(CCCCO2)CC1`?
SNCA expr inhib: 31%[activator]; Luciferase inh: 3%; GPT2 inh: inactive; HEK293 viab: 7%; 3T3 cytotox: inactive; IP6K1 inhibitor: -6; HEK293 tox: inactive

What do the screens show for `CCOc1ccc(CCNC(=O)c2cc(=O)[nH]c3ccc(S(=O)(=O)N4CCCCC4C)cc23)cc1OCC` (stereo not given)?
SNCA expr inhib: -13%; HEK293 viab: 4%; IP6K1 inhibitor: -2

What do the screens show for `CCNC(=O)N[C@H]1CO[C@H]2[C@@H]1OC[C@@H]2n1nnnc1Oc1ccccc1`?
SNCA expr inhib: -1%[87.6 µM]; Luciferase inh: 3%[172 µM]; GPT2 inh: -1%[88.5 µM]; HEK293 viab: 10%[87.6 µM]; 3T3 cytotox: 0%[174 µM]; IP6K1 inhibitor: -12; HEK293 tox: -6%[172 µM]

What do the screens show for `COc1ccccc1-c1cc(C(=O)NCc2ccccc2Cl)nn2cnnc12`?
SNCA expr inhib: 26%; GPT2 inh: -7%; HEK293 viab: -13%; 3T3 cytotox: inconclusive; IP6K1 inhibitor: 3; HEK293 tox: inconclusive

How did COc1ccc(Cl)cc1NC(=O)CSc1nnc2[nH]c(=O)cc(C)n12 do in these assays?
SNCA expr inhib: -16%; HEK293 viab: 3%; IP6K1 inhibitor: 9

How did C1=C(c2cc(-c3cccc(N4CCOCC4)c3)cn3cncc23)CCOC1 do in these assays?
SNCA expr inhib: 25%[87.6 µM]; Luciferase inh: -21%[172 µM]; GPT2 inh: inconclusive; HEK293 viab: -1%[87.6 µM]; 3T3 cytotox: inconclusive; IP6K1 inhibitor: -2; HEK293 tox: inconclusive

How did CCNC(=O)CCc1c(CC)nn(-c2ccc(F)cc2)c1Oc1ccccc1 do in these assays?
SNCA expr inhib: 3%; Luciferase inh: 6%; GPT2 inh: -9%; HEK293 viab: 0%; 3T3 cytotox: inconclusive; IP6K1 inhibitor: 2; HEK293 tox: inconclusive

What do the screens show for `COc1cc(CN2CCC(C)(NC(C)=O)CC2)cc(Nc2ccccc2)c1`?
SNCA expr inhib: inconclusive; Luciferase inh: 1%[172 µM]; GPT2 inh: -2%[88.5 µM]; HEK293 viab: 6%[87.6 µM]; 3T3 cytotox: inconclusive; IP6K1 inhibitor: -3; HEK293 tox: inconclusive

What do the screens show for `CCc1ccccc1N(C)C(=O)Cn1cnc2sc(C)c(S(=O)(=O)N3CCN(c4ncccn4)CC3)c2c1=O`?
SNCA expr inhib: 53%[activator]; HEK293 viab: -9%; IP6K1 inhibitor: 2

Results for O=C(NC1CCCC1)C1CCCCN1Cc1ccc(-c2cccs2)cc1 (stereo not given) ?
SNCA expr inhib: inconclusive; GPT2 inh: inactive; HEK293 viab: 2%; 3T3 cytotox: 40µM*; IP6K1 inhibitor: -13; HEK293 tox: 32µM*

What do the screens show for `COc1cccc(CNC(=O)CN2CC3CC(C2)[C@H]2CCCC(=O)N2C3)c1OC` (stereo not given in full)?
SNCA expr inhib: -26%; Luciferase inh: -4%; GPT2 inh: -3%; HEK293 viab: 1%; 3T3 cytotox: inactive; IP6K1 inhibitor: 24; HEK293 tox: 8%

Screens deposited in PubChem by National Center for Advancing Translational Sciences (NCATS).

This is a subset. The share of hits here may be higher or lower than overall.
